# Screening data as filed in PubChem.
# GC-B act = GC-B (human) receptor activation | activation, % at 10 µM | HEK293-GC-B cells, CNP EC30, cGMP TR-FRET; 0% at EC30 CNP, 100% saturating CNP | P20594 | 370,000 tested, 0.11% active;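 active = activation at 10 µM reaching about 35% in either raw or pattern-adjusted values, limit read from the data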
# rCAG binder = r(CAG) repeat RNA binding; TO-PRO-1 dye displacement fluorescence; inhibition, % at 3 µM; 370,000 tested, 1.3% active; AID 651821;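 active = inhibition above the plate cutoff, the mean of all test compounds on that plate plus 3 SD, cut at about 35% in these data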;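 also: 0% = DMSO alone and 100% = 100 µM mitoxantrone as full dye displacement; higher means more dye released from RNA so lower well fluorescence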
# proKLK7 act = activators of human kallikrein-7 zymogen; purified proKLK7, EDANS-DABCYL substrate fluorescence; 100% is mature enzyme control, 0% vehicle; activation, % at 7 µM; 370,000 tested, 0.9% active;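 active = activation above the mean of all tested compounds plus 3 SD, computed per campaign excluding outliers beyond control limits, cut at about 13% in these data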
# Target sequence (P49862 whole entry, looked up): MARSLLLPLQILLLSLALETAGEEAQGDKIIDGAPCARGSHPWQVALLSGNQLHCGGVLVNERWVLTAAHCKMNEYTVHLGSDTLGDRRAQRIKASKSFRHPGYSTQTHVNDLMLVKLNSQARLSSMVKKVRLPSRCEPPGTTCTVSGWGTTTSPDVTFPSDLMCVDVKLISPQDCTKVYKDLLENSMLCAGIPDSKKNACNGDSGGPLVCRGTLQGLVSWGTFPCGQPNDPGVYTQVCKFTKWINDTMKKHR
# GAA850 FXN act = frataxin GAA850 promoter activation. 360,000 tested, 0.56% active. activation, % at 6 µM. HEK293 lucGAA850 FXN promoter luciferase reporter, 24 h; percent of 10 µM SAHA response;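 active = activation above the average of all compounds screened plus 3 SD, cutoff fixed separately per campaign, cut at about 7.5% in these data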;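 also: 0% = DMSO wells and 100% = 10 µM SAHA wells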
# DDE Tn6 FP inh = inhibitors of Tn6 peptide binding to human fibrin DD(E). Fibrin DD(E) TRITC-Tn6 fluorescence polarization displacement. inhibition, % at 8.3 µM. 370,000 tested, 0.21% active;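 active = inhibition above a per-campaign cutoff: mean of compounds within control limits plus 3 SD, cut at about 15% in these data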;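 also: 0% = median of all compound wells on the plate and 100% = blocking peptide control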
# Target sequence (P02675 whole entry, looked up): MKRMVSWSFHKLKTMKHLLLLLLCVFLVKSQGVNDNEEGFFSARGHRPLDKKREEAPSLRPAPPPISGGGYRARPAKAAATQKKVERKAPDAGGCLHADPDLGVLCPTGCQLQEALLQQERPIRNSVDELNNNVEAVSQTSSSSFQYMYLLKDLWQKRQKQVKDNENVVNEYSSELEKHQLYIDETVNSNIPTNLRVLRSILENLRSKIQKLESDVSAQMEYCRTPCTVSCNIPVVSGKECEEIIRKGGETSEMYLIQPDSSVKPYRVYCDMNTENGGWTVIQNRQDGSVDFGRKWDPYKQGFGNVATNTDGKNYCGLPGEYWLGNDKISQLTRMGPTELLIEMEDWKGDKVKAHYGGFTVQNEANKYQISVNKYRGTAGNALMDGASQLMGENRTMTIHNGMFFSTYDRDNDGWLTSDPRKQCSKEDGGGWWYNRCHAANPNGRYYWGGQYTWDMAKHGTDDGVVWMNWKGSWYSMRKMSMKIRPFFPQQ
# ASAP1 GAP inh = inhibitors of human ASAP1 ArfGAP activity; ASAP1-stimulated ARF1 GTP hydrolysis, GDP FP detection; inhibition, % at 16.5 µM; 360,000 tested, 0.19% active; AID 624377; in the data active = inhibition above about 25%;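 also: 0% = vehicle with enzyme and substrate and 100% = no enzyme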
# HGIII-sPLA2 inh = Inhibits HGIII-sPLA2 liposome hydrolysis, primary screen; Q9NZ20; AID 743126; QFRET BODIPY PC-A2 liposome hydrolysis, fluorescence; inhibition, % at 12.2 µM; 370,000 tested, 0.56% active;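 active = inhibition above mean plus 3 SD of compounds lying within the high and low control bounds, cut at about 19% in these data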;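 also: 0% = median of test compound wells and 100% = no enzyme DMSO wells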
# ARFGAP1 inh = inhibits rat ARF GTPase activating protein 1; 360,000 tested, 0.26% active; inhibition, % at 16.5 µM; Q62848; Arfgap1-stimulated ARF1 GTP hydrolysis, GDP FP detection;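 active = inhibition above a per-plate limit, mean inhibition of low control wells plus 3 SD, cut at about 25% in these data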;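 also: 0% = DMSO wells with enzyme and 100% = wells lacking Arfgap1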
# Target sequence (Q62848 1-136 limits assumed): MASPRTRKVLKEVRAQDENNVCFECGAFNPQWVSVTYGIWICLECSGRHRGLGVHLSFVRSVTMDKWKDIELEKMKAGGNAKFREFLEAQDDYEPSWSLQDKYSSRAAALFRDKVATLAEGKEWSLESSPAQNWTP
#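 System: truncated rat Arfgap1 GAP domain / Medium: HEPES-based buffer, pH 7.5 / Also added: N-terminally truncated human ARF1-GTP substrate / Incubation: enzyme reaction 120 min at 25 °C after 20 min preincubation / Measured by: FP of antibody-bound GDP Alexa 633 tracer, ex 620/em 688 nm / Replicates: singlicate, each compound tested once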
# ADAM10 inh = inhibits human ADAM10; O14672; recombinant ADAM10, EDANS/DABCYL FRET peptide cleavage, 3 h; inhibition, % at 7 µM; 370,000 tested, 0.62% active;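 active = inhibition above a per-campaign cutoff equal to the mean of compounds falling between control-based bounds plus 3 SD, cut at about 20% in these data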;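 also: 0% = DMSO wells while the 100% control is not disclosed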
# NPR1 activator = GC-A (human) enzyme activation. 370,000 tested, 0.14% active. HEK293 GC-A cells, cGMP TR-FRET, EC30 ANP; 0% at EC30 ANP, 100% saturating ANP. activation, % at 10 µM; in the data active = activation above about 40%
# The depositor's hits bear a star; nt = no result given.
[1] CC(=O)c1cc2c(cc1NC(=O)CCn1cnnn1)OCO2
[2] CC1CCC(NC(=O)C2CCC(CNS(=O)(=O)c3cccc4cccnc34)CC2)CC1 (stereo not drawn)
[3] FC(F)(F)c1cc(N2CCNCC2)c2ccccc2n1
[4] COc1ccc(N2CCN(C(=O)c3[nH]c(C(F)(F)F)nc3-c3ccccc3)CC2)cc1
[5] CCOC(=O)c1ccc(NC(=O)c2nc[nH]c2C(=O)NCCNC(=O)c2[nH]cnc2C(=O)Nc2ccc(C(=O)OCC)cc2)cc1
[6] CC(C)(C)c1cc(=O)[nH]c(SCc2ccccc2)n1
[7] CCCCC(=O)Nc1ccc(C(=O)Nc2ccc3c(c2)OCO3)cc1
[8] CN1CCN(C2CN(Cc3cn(Cc4ccc(C(F)(F)F)cc4)nn3)S(=O)(=O)C2)CC1 (stereo not drawn)
assay / compound,1,2,3,4,5,6,7,8
GC-B act,0,1,2,3,-3,2,-3,1
rCAG binder,3,0,-4,9,9,1,-1,3
proKLK7 act,-0.1,0.4,0.4,-0.5,-0.5,0.3,8.1,0.5
GAA850 FXN act,1.0,0.7,3.5,nt,0.5,1.4,-0.6,nt
DDE Tn6 FP inh,-3,-2,-7,-8,4,-6,6,-1
ASAP1 GAP inh,2,10,1,3,-1,10,-6,-7
HGIII-sPLA2 inh,6,1,-5,-4,4,-18,1,16
ARFGAP1 inh,-4,6,2,3,5,2,-4,6
ADAM10 inh,-39,12,4,-8,5,-1,-52,-26
NPR1 activator,-1,-1,1,1,2,-2,0,-1

[9] O=C(c1c(O)c2ccccc2oc1=O)C1CCC1
[10] COc1ccc(CSc2nnc(NC(C)=O)s2)cc1[N+](=O)[O-]
[11] Cc1cccc(NC(=O)C(C)SCc2nc3sc(C)c(C)c3c(=O)[nH]2)n1 (stereo not drawn)
[12] O=[N+]([O-])c1ccccc1OCCOCCOc1cccc2cccnc12
[13] CCOC(=O)C1=CCC(c2ccccc2)N(S(=O)(=O)c2ccccc2C)C1 (stereo not drawn)
[14] Cn1ccnc1SCC(=O)n1c2c(c3ccccc31)CCCC2
[15] CCCCC#Cc1cncc(C(=O)NN)c1
[16] CC(C)(C)C(=O)O/N=C(\N)c1ccc(Oc2cc(Cl)cc(Cl)c2)c([N+](=O)[O-])c1
assay / compound,9,10,11,12,13,14,15,16
GC-B act,-3,0,-5,6,-6,-3,-8,-2
rCAG binder,2,-3,3,4,-1,-3,4,1
proKLK7 act,0.3,-0.2,0.5,-0.8,1.2,3.0,-2.1,-0.6
GAA850 FXN act,0.4,-0.9,-0.3,3.3,nt,1.2,1.4,1.8
DDE Tn6 FP inh,-1,-7,0,8,10,-3,5,0
ASAP1 GAP inh,7,-15,12,-6,2,6,0,5
HGIII-sPLA2 inh,3,8,0,1,-3,16,1,16
ARFGAP1 inh,-11,-3,11,4,0,-6,2,1
ADAM10 inh,4,-76,-26,-6,-1,-8,3,2
NPR1 activator,-3,-2,-1,0,-8,8,-1,8

[17] CCCCN(C)Cc1c(C)[nH]c2ccc(C)cc2c1=O
[18] Cc1cc(Nc2ccccc2F)n2nc(C)nc2n1
[19] CCCCN(CCNP(=O)(OCC)OCC)CP(=O)(OCC)OCC
[20] COc1cccc(NS(=O)(=O)c2ccc(-n3cccn3)cc2)c1
[21] Cn1c(SCC(=O)Nc2nccs2)nnc1-c1ccccn1
[22] NN=C1c2ccccc2-c2ccc(N)cc21
[23] COC(=O)[C@H](CC(C)C)NC(=O)Nc1ccc2c(c1)OCCO2
[24] CC(=O)Cc1nsc(NC(=O)c2cn(-c3ccccc3)nc2-c2ccc(Br)cc2)n1
assay / compound,17,18,19,20,21,22,23,24
GC-B act,-2,4,2,-2,0,-8,3,-7
rCAG binder,0,1,-9,1,-6,11,1,3
proKLK7 act,0.3,0.2,0.9,0.5,0.6,0.1,0.2,-0.3
GAA850 FXN act,-2.5,-1.0,0.2,-2.8,-2.0,-0.5,-7.8,-1.5
DDE Tn6 FP inh,-2,-2,5,-7,-3,-2,6,-5
ASAP1 GAP inh,-12,8,3,-5,-11,2,-9,12
HGIII-sPLA2 inh,-3,10,5,-14,3,-3,6,11
ARFGAP1 inh,-7,-4,-12,-13,-6,2,9,-4
ADAM10 inh,-3,-8,-1,3,-1,-5,8,-10
NPR1 activator,-2,3,0,-3,1,-4,2,-1

[25] CC(C)(C)C1CCC(=NNC(=O)c2cc(-c3ccccc3)n[nH]2)CC1 (stereo not drawn)
[26] CN(C)c1ccc(C(=O)n2nnc3ccccc32)cc1
[27] CN=C(NC(=O)Nc1c(C)cccc1C)NC(=O)Nc1c(C)cccc1C
[28] Cn1c(=O)n(C)c2cc(S(=O)(=O)Nc3ccc(F)cc3)ccc21
[29] O=C(CSc1nnc(CNc2ccc(F)cc2)o1)OC1CCCCC1
[30] O=C(CCc1ccc(S(=O)(=O)N2CCOCC2)cc1)OCC(=O)c1ccc(Br)cc1
[31] CN1CCN(c2ccc([N+](=O)[O-])cc2/C=N/NC(=O)c2cccc([N+](=O)[O-])c2)CC1
[32] CCOC(=O)CN1N=C(/C=C/c2ccc(OC)cc2)CCC1=O
assay / compound,25,26,27,28,29,30,31,32
GC-B act,-1,3,0,5,0,4,11,2
rCAG binder,5,2,-2,-4,-7,5,2,-5
proKLK7 act,0.1,-0.9,0.3,-1.0,0.1,-0.4,0.1,-0.1
GAA850 FXN act,1.9,1.7,-0.6,-0.1,0.7,-0.9,nt,2.5
DDE Tn6 FP inh,7,5,3,-6,3,1,0,10
ASAP1 GAP inh,0,4,6,-9,-10,3,11,-1
HGIII-sPLA2 inh,3,-3,-2,1,-5,2,-3,-1
ARFGAP1 inh,2,2,-10,-1,-11,-4,21,0
ADAM10 inh,-4,6,0,-4,6,-6,4,-3
NPR1 activator,4,6,1,3,14,-3,17,1

# Some entries already given, limited to HGIII-sPLA2 inh, ARFGAP1 inh and DDE Tn6 FP inh.
entry	Structure	HGIII-sPLA2 inh	ARFGAP1 inh	DDE Tn6 FP inh
31	CN1CCN(c2ccc([N+](=O)[O-])cc2/C=N/NC(=O)c2cccc([N+](=O)[O-])c2)CC1	-3	21	0
28	Cn1c(=O)n(C)c2cc(S(=O)(=O)Nc3ccc(F)cc3)ccc21	1	-1	-6
30	O=C(CCc1ccc(S(=O)(=O)N2CCOCC2)cc1)OCC(=O)c1ccc(Br)cc1	2	-4	1
26	CN(C)c1ccc(C(=O)n2nnc3ccccc32)cc1	-3	2	5

# Next part.
[33] CC1OC(Nc2ccc(OC(F)(F)F)cc2)C(O)C(O)C1O (stereo not drawn)
[34] Nc1ncnc(Sc2ccccc2)c1[N+](=O)[O-]
[35] CC/C(O)=C1\C(=O)CC(c2ccccc2)CC1=NCCc1c(C)[nH]c2ccc(C)cc12 (stereo not drawn)
[36] CCN1CC2=C(OC(N)=C(C#N)C2c2cccs2)/C(=C/c2cccs2)C1 (stereo not drawn)
[37] O=C(CCN1C(=O)c2ccccc2C1=O)Nc1cc(F)ccc1F
[38] CSCCC(c1nc2ccccc2[nH]1)n1c(/C=C/c2ccc(F)c(F)c2)nc2ccccc21 (stereo not drawn)
[39] O=C(COC(=O)/C=C/c1cccc(Br)c1)NC1CCCCCC1
[40] COC(=O)c1cccc(NC(=O)C2CCCN2C(=O)c2cccs2)c1 (stereo not drawn)
assay / compound,33,34,35,36,37,38,39,40
GC-B act,3,-1,-7,-5,4,-20,0,0
rCAG binder,3,5,3,15,-3,7,2,-2
proKLK7 act,0.3,0.9,0.5,-0.7,-0.8,2.4,-0.2,0.3
GAA850 FXN act,2.2,-0.6,2.2,-0.1,0.1,nt,1.0,3.8
DDE Tn6 FP inh,5,-1,-6,5,10,-7,9,-12
ASAP1 GAP inh,-7,-7,0,7,-2,0,-6,-16
HGIII-sPLA2 inh,6,7,-10,2,4,16,5,17
ARFGAP1 inh,-5,9,6,4,6,4,-17,1
ADAM10 inh,-8,-7,1,3,-8,-151,-10,-21
NPR1 activator,2,5,-11,-19,2,-20,0,2

[41] CCN(CC)C(=N)/C(C#N)=N/Nc1ccccc1
[42] N#Cc1ccc(-c2nc3ccc(Br)cn3c2Cc2ccccc2C(F)(F)F)cc1
[43] COc1cc(SC)ccc1C(=O)NCCOc1c(C)cc(C)cc1C
[44] CCCOC(=O)c1cccc(NC(=O)c2cccnc2)c1
[45] COc1cc(/C=N/O)c(Br)cc1OCC(=O)Nc1ccccc1C
[46] CCOC(=O)c1sc(NC(=O)CSc2nc3c(cc2C#N)CCCCCC3)c(C#N)c1C
[47] Cc1cc(S(=O)(=O)N2CCOCC2)ccc1OCC(=O)NCc1ccccn1
[48] COc1ccc(NC(=O)CCS(=O)(=O)c2ccc3c(c2)oc(=O)n3C)cc1
assay / compound,41,42,43,44,45,46,47,48
GC-B act,-6,3,-3,0,17,3,-2,0
rCAG binder,-2,8,-4,3,0,7,4,3
proKLK7 act,-0.1,-3.0,-0.3,0.1,-0.3,0.3,-0.8,-0.1
GAA850 FXN act,3.7,nt,-2.3,0.9,-1.1,1.0,-0.9,0.1
DDE Tn6 FP inh,0,-1,1,-1,-5,7,-7,-1
ASAP1 GAP inh,3,-4,-7,-1,12,7,10,-14
HGIII-sPLA2 inh,3,-15,-8,1,1,5,12,4
ARFGAP1 inh,5,9,-1,-2,-10,1,15,-3
ADAM10 inh,4,-10,-4,7,-6,5,-8,-5
NPR1 activator,0,7,2,1,25,0,2,-4

# Brought forward from above: 2 compounds, followed by the next part.
[47] Cc1cc(S(=O)(=O)N2CCOCC2)ccc1OCC(=O)NCc1ccccn1
[48] COc1ccc(NC(=O)CCS(=O)(=O)c2ccc3c(c2)oc(=O)n3C)cc1
[49] COc1ccccc1CNC(=O)C1CCN(S(=O)(=O)c2ccc3c(c2)NC(=O)CO3)CC1
[50] CC(=O)Oc1ccc(-c2cccc(C(=O)O)c2)cc1
[51] O=C(c1ccc(-c2ccccc2Cl)o1)N1CCCC(C(F)(F)F)C1 (stereo not drawn)
[52] CC(C)(C)c1ccc(NC(=O)N2CCCN(c3ccc([N+](=O)[O-])cn3)CC2)cc1
[53] CCOc1ccc(CN(C)C(=O)c2ccc(NC(=O)CC3SC(N4CCCC4)=NC3=O)cc2)cc1 (stereo not drawn)
[54] CSc1ncc2c(=O)[nH]c(-c3ccccc3)nc2n1
[55] COc1ccc(N2CCN(C(=O)COC(=O)[C@@H](NC(=O)c3c(F)cccc3F)C(C)C)CC2)cc1
[56] O=C(NNC(=O)c1ccc(Cl)cc1Cl)c1ccncc1
assay / compound,47,48,49,50,51,52,53,54,55,56
GC-B act,-2,0,0,-4,-3,-5,3,-1,-1,1
rCAG binder,4,3,2,2,1,1,-2,0,3,0
proKLK7 act,-0.8,-0.1,0.3,-0.5,0.4,0.4,-0.1,-0.3,-0.3,0.2
GAA850 FXN act,-0.9,0.1,-0.8,2.6,3.0,-0.9,0.6,2.9,-0.5,0.6
DDE Tn6 FP inh,-7,-1,1,-2,6,6,1,3,3,0
ASAP1 GAP inh,10,-14,9,6,-6,-5,12,-4,3,-5
HGIII-sPLA2 inh,12,4,1,1,-4,-6,-18,2,11,0
ARFGAP1 inh,15,-3,14,2,-6,11,18,4,7,11
ADAM10 inh,-8,-5,-7,2,3,3,2,-1,-17,-6
NPR1 activator,2,-4,1,0,1,-6,-2,-2,4,3
